# Bioassay records deposited in PubChem BioAssay by several laboratories.
# KLF5 inh – kruppel-like factor 5 inhibition; DLD-1 KLF5 promoter-luciferase reporter, luminescence; inhibition, % at 5 µM; hit rate 0.23% among 290,000;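 active means inhibition above a per-plate limit of that plate's mean compound inhibition plus 3 SD, cut at about 60% in these data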;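 further: 0% = DMSO wells and 100% = LY294002 at 200 µM; higher means less KLF5 promoter-driven luciferase light; inactives centre near -14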
# HSP90 refold inh – inhibitors of HSP90 luciferase refolding in rabbit reticulocyte lysate; luciferase refolding luminescence, 3 h; inhibition, % at 5.6 µM; hit rate 0.91% among 290,000; AID 1789;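 active means inhibition above the screen-wide mean plus 3 SD, computed separately per campaign, cut at about 16% in these data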;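 further: 0% = DMSO wells and 100% = 60 µM geldanamycin wells; inhibitors lower the luminescence because luciferase stays unfolded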
# GSK3beta inhib – human GSK3beta kinase inhibition; hit rate 0.038% among 300,000; activity score (negative = inhibition), % at 10 µM; P49841; GST-GSK3beta kinase, ADP-Glo luminescence, 60 min; active compounds read low;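 active means more than half of replicate wells score below -50%, meaning over 50% inhibition versus plate controls; inconclusive means some replicates but at most half score below -50%; inactive means no replicate scores below -50%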;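 further: 0% = median DMSO wells and -100% = median GW8510 positive control wells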
# Target sequence (P49841 whole entry, looked up): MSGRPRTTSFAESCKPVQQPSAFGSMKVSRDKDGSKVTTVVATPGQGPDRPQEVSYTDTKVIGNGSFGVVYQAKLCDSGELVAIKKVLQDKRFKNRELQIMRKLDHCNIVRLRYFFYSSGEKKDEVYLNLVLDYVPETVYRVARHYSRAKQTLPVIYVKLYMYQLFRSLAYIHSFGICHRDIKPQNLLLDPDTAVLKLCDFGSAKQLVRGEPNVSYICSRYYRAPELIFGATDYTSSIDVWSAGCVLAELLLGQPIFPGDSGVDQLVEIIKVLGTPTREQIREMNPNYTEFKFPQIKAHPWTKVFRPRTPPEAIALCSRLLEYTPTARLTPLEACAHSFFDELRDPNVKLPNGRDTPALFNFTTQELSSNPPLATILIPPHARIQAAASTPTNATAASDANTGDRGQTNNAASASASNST
#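 Test system: GST-tagged human GSK3beta kinase, cell-free; evaluation: activity score scaled between in-plate DMSO and GW8510 controls; measured by: ADP-Glo luminescence; incubation: 60 min reaction, RT; benchmarks: DMSO and 20 µM GW8510; reagent: peptide substrate plus 25 µM ATP (final); medium: Tris/MgCl2 kinase buffer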
# PolyA inhibitor – yeast polyadenylation inhibition; S. cerevisiae SKY197-pL101 polyadenylation reporter, beta-gal luminescence; efflux-impaired pdr1/pdr3 knockout yeast; score 100 = 6 SD above DMSO; calls only at 12 µM; hit rate 0.02% among 300,000;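 active means lowest replicate activity score at least 50, where 100 means six control SD above control mean; inconclusive means lowest score under 50 but half or more replicates reach 50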;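 further: yeast exposed to compound for 9 h at 30 °C; higher score means more reporter readthrough which indicates perturbed polyadenylation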
# GSK3 alpha inh – human GSK-3 alpha kinase inhibition; AID 2650; hit rate 0.1% among 320,000; ADP-Glo luminescence, 60 min; P49840; inhibition, % at 10 µM;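 in the data active means inhibition above about 50%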;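 further: GST-tagged GSK-3 alpha with peptide substrate and 25 µM ATP; 0% = DMSO neutral wells and 100% = GW8510 positive control wells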
# Target sequence (P49840 whole entry, looked up): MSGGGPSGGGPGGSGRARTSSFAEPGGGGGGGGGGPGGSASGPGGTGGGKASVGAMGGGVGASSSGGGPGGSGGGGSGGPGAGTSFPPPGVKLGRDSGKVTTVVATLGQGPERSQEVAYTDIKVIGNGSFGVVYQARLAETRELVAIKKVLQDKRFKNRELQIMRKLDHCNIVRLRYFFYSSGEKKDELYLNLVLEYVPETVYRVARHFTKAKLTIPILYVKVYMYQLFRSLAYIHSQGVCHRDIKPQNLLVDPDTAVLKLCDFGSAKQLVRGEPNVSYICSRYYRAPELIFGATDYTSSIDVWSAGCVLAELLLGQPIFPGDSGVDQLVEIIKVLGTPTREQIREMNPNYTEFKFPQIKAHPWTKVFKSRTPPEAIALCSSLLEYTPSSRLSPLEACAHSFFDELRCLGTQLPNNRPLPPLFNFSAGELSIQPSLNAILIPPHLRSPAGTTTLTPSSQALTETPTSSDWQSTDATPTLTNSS
# HSF1 inhib – HSF1 inhibition; NIH3T3-HGL HSE-luciferase, MG132-induced, luminescence 8 h; active compounds read low; activity change, negative = inhibition, % at 7.5 µM (by protocol); hit rate 0.77% among 300,000; AID 2098;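 active means more than half of replicate wells show activity change below -50%, luminescence cut by over half; inconclusive means some wells, but at most half, below -50%; inactive means no replicate well below -50%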;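 further: luciferase reports HSF-1 transcriptional activity via heat shock element; 0% = median of DMSO wells and -100% = zero luminescence signal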
# aSyn UTR inh – MLPCN primary screen, SNCA 5' untranslated region; alpha-synuclein 5'UTR reporter, inhibitor activity; hit rate 0.82% among 300,000; inhibition, % (tested at 7.5 µM); in the data active means inhibition above about 60%; inconclusive means no clear call, values can overlap the other calls;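 further: H4 neuroglioblastoma cells stably carrying SNCA 5'UTR luciferase fusion; 0% = DMSO wells and 100% = positive control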
# AI-2 QS modul – modulators of Vibrio harveyi AI-2 quorum sensing system; Vibrio harveyi JMH597 AI-2 luminescence/OD600 ratio, 9 h; active compounds read low; strain lacks LuxN and CqsS sensors; 0 = neutral-control median; activity change, % at 7.5 µM; hit rate 0.4% among 300,000; in the data active means activity change below about -75%, passing the limit was not always enough; inconclusive means no clear call, values can overlap the other calls;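 further: luminescence divided by OD600 gain over 9 h not by final OD600 alone; inactives centre near 13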
# IEC-6 tox – kills IEC-6 intestinal cells in KLF5 counter-screen; IEC-6 cytotoxicity, luminescence viability; inhibition, % at 5 µM; hit rate 0.78% among 290,000; AID 1825; in the data active means inhibition above about 22%;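 further: 0% = plate median of test compound wells and 100% = cytotoxic reference compound wells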
# HSF-1 act – increases HSF-1 driven luciferase reporter signal; NIH3T3-HGL HSF-1 luciferase reporter, MG132, 8 h; 100% = twice DMSO control signal; activation, % at 9 µM; hit rate 1.7% among 300,000;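 active means mean replicate activation of at least 50% with a set share of replicates each reaching 50%; inconclusive means only one of those two conditions met; inactive means mean below 50% and too few replicates reaching it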;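 further: 0% = median of the neutral control wells and 100% = twice that signal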
# The depositor's hits bear a star; i = inactive; ? = inconclusive; / = no result given; & = joins results of further samples. The list is partial; rates above refer to the full screens.
SMILES,KLF5 inh,HSP90 refold inh,GSK3beta inhib,PolyA inhibitor,GSK3 alpha inh,HSF1 inhib,aSyn UTR inh,AI-2 QS modul,IEC-6 tox,HSF-1 act
O=C(/C=C/c1ccc(Cl)c([N+](=O)[O-])c1)c1ccc(O)cc1,-23,0,0,i,0,19,-156,-38,-10,37
CCn1ncc(C2=NOC(C(=O)NCc3ccc(OC)cc3)C2)c1C (stereo unspecified),-3,3,3,i,-4,1,13,7,22*,-4
Cc1ccc(-n2c(SCc3nc4ccccc4c(=O)[nH]3)nnc2-c2ccccc2O)cc1,-50,5,-1,i,-1,18,22,11,3,29
Cc1ccc(/C=C2/SC(=S)N(CCCC(=O)Nc3ccc(O)cc3)C2=O)cc1,67*,5,-1,i,/,26,86*,30,5,31
COc1ccc(C)cc1S(=O)(=O)N1CCC(C(=O)N2CCN(C)CC2)CC1,10,2,0,i,0,2,-14,2,0,-2
COc1ccc(NC(=O)/C(=C/c2ccc(OC(C)=O)c(OC)c2)NC(C)=O)cc1,-4,-3,3,i,-2,2,12,24,1,1
O=C(c1ccc(NS(=O)(=O)c2cccc([N+](=O)[O-])c2)cc1)N1CCCCCC1,/,/,3,i,-3,-1,28,-3,/,-13
CCOC(=O)c1cc(NC(=O)NC2CCCCC2)c(C)nc1C,-1,1,1,i,-1,-5,-7,2,7,19
Cc1ccc(OCC(=O)NCCc2c[nH]c3ccccc23)cc1,-13,5,6,i,/,-2,-17,0,0,2
COC1CCCCC1Nc1cc(C)cc(C)c1 (stereo unspecified),-14,5,-2,i,0,-3,5,8,-4,10
CC(C)CN(c1ccccc1)S(=O)(=O)c1nnc(NC(=O)c2ccco2)s1,-7,3,7,i,-5,-8,-11,8,-4,-21
COc1ccc(Br)cc1/C=C/C(=O)Nc1ccc2ccccc2c1,-13,3,3,i,-4,11,-91,4,-3,27
Nc1nonc1-c1nc2ccccc2n1CC(=O)NC1CCCC1,-16,1,2,i,-1,-8,-13,32,0,4
COc1ccc(-n2nc3c(c2NC(=O)CCl)CSC3)cc1,-11,-3,1,i,-3,6,-6,40,0,12
CC(=O)N1CCN(S(=O)(=O)c2c(F)cc(F)c(Cl)c2F)CC1,-2,-4,0,i,-2,-10,-35,18,8,-14
COc1cc(C(=O)COC(=O)c2cc([N+](=O)[O-])ccc2N2CCOCC2)ccc1OC(F)F,/,/,/,i,0,-4,4,/,/,-6
Cc1ccccc1C(=O)NNC(=O)C(C)N1C(=O)c2ccccc2C1=O (stereo unspecified),-17,-1,0,i,-3,1,13,8,0,9
C=CCOC(=O)C1=C(C)Nc2[nH]c(=O)[nH]c(=O)c2C1c1cccc(OC)c1 (stereo unspecified),-12,1,-2,i,/,2,19,4,-3,-5
CCC(C)NC(=O)COC(=O)Cc1sc(N)nc1-c1ccc(C)cc1 (stereo unspecified),-15,-4,15,i,4,-2,-20,19,-15,15
Cc1ccc(/C=C/C(=O)N(Cc2cccs2)C2CCS(=O)(=O)C2)cc1 (stereo unspecified),-35,-1,3,i,-1,-3,21,25,-6,20
COc1ccc(CCNC(=O)COC(=O)c2cnc(C)cn2)cc1,-25,0,-3,i,/,-2,-8,28,1,-9
CCOc1ccccc1NC(=O)c1nc[nH]c1C(=O)Nc1ccccc1OCC,-14,1,6,i,-3,1,18,15,-1,-14
OC(CNCc1ccco1)COc1ccccc1 (stereo unspecified),-12,-1,-1,i,/,8,5,16,6,6
O=C(Nc1ccccn1)C1(c2cccs2)CCOCC1,27,-1,-1,i,0,-12,12,21,-12,-10
O=c1c2ccccc2nnn1Cc1ccccc1Cl,-5,8,0,i,4,-4,9,23,10,-9
Brc1ccccc1/C=N/Nc1nc2ccccc2o1,-102,2,0,i,-1,26,-126,-3,15,36
CCN(CC)c1ccc(/C=C/C(=O)C2C(=O)C=C(C)OC2=O)cc1 (stereo unspecified),5,-1,5,i,1,6,-240,10,-2,39
CCOc1ccc2c(c1)C(c1ccc(C)cc1)=NNC(c1ccc(C)cc1)=N2,-107,-2,4,i,5,26,-63,17,-2,29
Cc1ccc(C(=O)N/C(=C/c2cccs2)C(=O)NCc2ccco2)cc1,-14,2,-4,i,-1,1,-25,4,-8,9
Cc1ccc(CC2CC(=O)N(c3cc(C)on3)C2=O)cc1 (stereo unspecified),-22,-1,2,i,-1,-2,7,12,-4,13
CCN1CCCC1CNC(=O)C1CCN(C(=O)c2cc3sccc3n2Cc2ccc(F)cc2)CC1 (stereo unspecified),-9,1,-3,i,3,-5,0,11,10,6
O=C(CN1CCN(c2ccccn2)CC1)Nc1cccc(C(F)(F)F)c1,-42,-1,1,i,-1,3,1,3,-2,10
CCN(CC)CCNC(=O)C(=O)NCC1OCCN1S(=O)(=O)c1cccs1 (stereo unspecified),-15,-1,-1,i,1,-7,35,8,0,-4
COC(=O)c1ccc(C(=O)OC)c(NC(=O)CN2CCN(c3ccc(OC)cc3)CC2)c1,-62,3,3,i,4,-11,-3,18,-4,-5
COc1cccc(NC(=O)N2CCN(c3nnnn3-c3ccccc3)CC2)c1,-7,-2,2,i,-2,9,-6,8,4,4
Cc1c(C(N)=O)sc2ncn(CC(=O)N3CCC(C)CC3)c(=O)c12,-42,3,1,i,5,-3,-6,17,-1,3
Cc1oc(C(=O)O)cc1COc1ccccc1Cl,-18,2,1,i,-4,8,2,29,-1,18
CCCCC1(C(=O)OCC)CC(CSC(=N)N)OC1=O (stereo unspecified),-16,0,0,i,0,-2,-17,4,1,-6
CCCCn1c(N)c(N(CC(C)C)C(=O)c2cccc(S(=O)(=O)N3CCN(C(C)=O)CC3)c2)c(=O)[nH]c1=O,/,/,1,i,-2,0,8,5,/,-5
O=C1CCCN=C(Nc2ccc(F)c(Cl)c2)S1,-17,1,-6,i,-5,-7,-23,42,0,20
CCCOc1ccc(N2C(=O)CC(NCCCN3CCC(C(N)=O)CC3)C2=O)cc1 (stereo unspecified),4,-1,3,i,1,-4,8,22,0,-10
O=C(CN1CCOCC1)Nc1ccc(Br)cc1,-27,-2,-1,i,0,-3,-30,5,6,0
Cc1nccn1-c1ccc(C(F)(F)F)cc1NC=O,6,-2,0,i,-2,-6,-2,-6,0,-14
COC(=O)[C@@H]1CC[C@H](C)[C@@H](c2ccc(C)cc2)N1C(=O)c1ccc(/C=N/OC[C@@H](O)COCc2ccco2)cc1,8,1,-1,i,/,14,17,19,0,24
CCN(/C=N/c1sc2c(c1C#N)CC(C)(C)NC2(C)C)CC,-24,0,7,i,3,0,24,15,-4,-9
Cc1ccc(S(=O)(=O)N2CCOCC2)cc1NC(=O)COC(=O)CCn1c(C)csc1=O,-5,-3,5,i,-5,3,6,-12,-1,18
CCOc1ccc(N(CC(=O)N2CCCCCC2)S(=O)(=O)c2ccc(F)cc2)cc1,-20,35*,0,i,-1,-6,4,13,0,-20
CCCCCC(=O)Nc1cccc(C2=NOC3(C2)C[C@H](C(N)=O)N(C(=O)CC)C3)c1 (stereo partly specified),/,/,2,i,2,0,12,0,/,-7
Cc1ccc(C2=[N+]([O-])C3(CCCCC3=O)N(O)C2(C)C)cc1 (stereo unspecified),6,6,4,i,-3,-4,?,6,-4,-3
CCN1C(=O)/C(=C2/C=CC=CN2C)SC1=S,7,-1,-3,i,3,-5,12,10,7,-3
O=C(NCCc1ccccc1)C(=O)Nc1ccc2c(c1)OCCO2,4,2,0,i,0,10,-137,-12,11,20
COc1cc(/C=C/C(=O)OCC(=O)NCc2ccco2)ccc1OCC#N,-5,-1,0,i,3,0,-7,23,-4,0
CCOP(=O)(c1ccccc1)C(O)c1ccc([N+](=O)[O-])cc1 (stereo unspecified),-7,5,2,i,/,-4,-6,5,3,-15
COc1cccc(NC(=S)NC2CC(C)(C)NC(C)(C)C2)c1,-8,-3,-1,i,0,-1,32,13,-4,-3
CCn1c(CCn2ccnc2C)n[nH]c1=S,-9,-6,2,i,3,-3,23,15,-1,-7
CNC(=O)c1cc(C(=O)c2ccc(Cl)cc2)c[nH]1,-48,3,-4,i,-3,-6,-64,1,7,-4
C=CCn1c(SCCCC)nc(O)cc1=O,-14&-2,-3&1,1&4,i,-6&-2,-2&5,-11&9,6&18,-3&0,-5&-9
Cc1cc([N+](=O)[O-])ccc1-c1ccc(/C=N/NC(=O)Cc2ccccc2)o1,11,0,-1,i,-2,12,34,22,-5,30
COC(=O)c1ccc(COc2ccc(C)cc2[N+](=O)[O-])o1,-100,11,2,i,-1,25,-130,16,9,?
COc1cccc(N2CCN(CC(=O)NCc3cccs3)CC2)c1,-42,3,2,i,2,3,-5,20,0,-10
# Further entries
SMILES,KLF5 inh,HSP90 refold inh,GSK3beta inhib,PolyA inhibitor,GSK3 alpha inh,HSF1 inhib,aSyn UTR inh,AI-2 QS modul,IEC-6 tox,HSF-1 act
CN(c1ccccc1)S(=O)(=O)c1cccc(NC(=O)c2cncc(Br)c2)c1,-37,6,2,/,-1,-2,9,21,-5,-5
COc1ccc(CCNC(=O)COC(=O)C23CC4CC(CC(C4)C2)C3)cc1,6,-5,2,i,-1,-8,-22,18,3,19
CCN1/C(=C2/SC(=S)N(NC(C)=O)C2=O)Sc2ccc(OC)cc21,-30,-1,-1,i,-3,-1,1,31,-7,10
Cc1c(NC(=O)COC(=O)C(c2ccc(Cl)cc2)C(C)C)c(=O)n(-c2ccccc2)n1C (stereo unspecified),-9,2,0,i,-2,0,6,19,-5,-9
CCC1=NN(S(=O)(=O)c2ccc(C)cc2)C(O)(C(F)(F)F)C1 (stereo unspecified),3,4,-1,i,-5,-11,9,1,6,-5
Cc1cc(C)nc(SCCCNCc2c(F)cccc2Cl)n1,-21,-4,-1,i,-1,1,-6,4,-2,-3
NC(=O)[C@@H]1CCCNc2c(I)cc([N+](=O)[O-])cc2C(=O)N[C@@H](CCC(=O)O)C(=O)N[C@@H](CO)C(=O)N1,-11,-4,/,/,0,/,/,/,-4,/
CC1CC(C)CN(CCCNS(=O)(=O)c2ccc3c(c2)oc(=O)n3C)C1 (stereo unspecified),-23,-7,1,i,-2,-11,8,14,-8,-1
COc1cc(SC)ccc1C(=O)N1CCc2ccccc21,-10,2,1,i,-3,-2,15,16,2,9

# Profiles from above. Order of values: KLF5 inh | HSP90 refold inh | GSK3beta inhib | PolyA inhibitor | GSK3 alpha inh | HSF1 inhib | aSyn UTR inh | AI-2 QS modul | IEC-6 tox | HSF-1 act
# Shown for `COc1ccc(Br)cc1/C=C/C(=O)Nc1ccc2ccccc2c1` : -13 | 3 | 3 | i | -4 | 11 | -91 | 4 | -3 | 27
# Shown for `Cc1ccc(C2=[N+]([O-])C3(CCCCC3=O)N(O)C2(C)C)cc1` (stereo unspecified) : 6 | 6 | 4 | i | -3 | -4 | ? | 6 | -4 | -3
